BRCT PPI red = disrupts BRCA1 BRCT binding to phosphoprotein, red fluorophore readout | AID 892 | P38398 | Potency, µM (doses to about 76.9 µM), for the others: at the highest dose activity change, negative = inhibition, usual class: inhibitors | BRCT-phosphopeptide binding, red fluorescence polarization | 0.03% of 75,000 active; note: % is set by controls: 0 for no effect and ±100 for the full control effect
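Rhodamine-labelled pBACH1 10-mer (100 nM) bound to BRCT domain (100 nM) at pH 7.3; compounds incubated 12 min room temperature, polarization read. Free peptide defines full inhibition; unlabelled decapeptide titrated as control.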
A350 autofl = A350 region autofluorescence | Compound autofluorescence, 340/450 nm, Alexa 350 dye-equivalents; stronger effect = higher value | max dye-equivalent concentration, M | 11% of 59,000 active; in the data active = max dye-equivalent concentration above about 10 nM; inconclusive = mostly about 1.1 nM to 9.6 nM
BRCT inh green = inhibitors of human BRCA1 BRCT-phosphoprotein interaction (green fluorophore). BRCA1 BRCT-phosphopeptide binding, green fluorescence polarization. AID 875. P38398. Potency, µM (top dose mostly 76.9 µM), without a hit: at the top dose activity change, negative = inhibition, usual class: inhibitors. 0.05% of 75,000 active;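 note: potency is the fitted concentration of half-maximal effect; plate controls were peptide without protein for full effect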
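Fluorescence polarization: His-tagged BRCT (~35 kDa BRCA1 C-terminus, 250 nM) bound to 100 nM fluorescein-labeled phosphorylated 10-aa BACH1 peptide, pH 7.3 phosphate buffer with DTT and Tween 20. Compounds incubated 12 min at room temperature; inhibition read as lowered polarization.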
4-MU autofl = 4-MU region autofluorescence; max dye-equivalent concentration, M; AID 589; 11% of 59,000 active; compound autofluorescence, 340/450 nm, 4-MU equivalents; stronger effect = higher value; in the data active = max dye-equivalent concentration above about 10 nM; inconclusive = mostly about 1.1 nM to 9.6 nM
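Compounds in 100 mM Tris, pH 8.0, sat 15 min at room temperature before fluorescence was read at 340 nm excitation/450 nm emission; a per-plate six-point 4-MU standard curve converted signals to dye-equivalent concentration at each compound concentration.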
GFP derepression = epigenetic modulators derepressing GFP locus in mouse cells; mouse C127i GFP locus derepression, cytometry, 30 h; Potency, µM (top dose mostly 46.1 µM), for inactives: at the top dose GFP derepression (activation); 0.09% of 68,000 active; AID 597; note: % of control where 0% means no effect
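Murine C127i mammary cells carrying a silenced, stably integrated CMV-driven GFP reporter were treated with compound for 30 hours at 37 C. After PBS washes, GFP-positive cells were counted by laser-scanning microplate cytometry.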
15-hLO inh = inhibitors of human 15-lipoxygenase (ALOX15). P16050. purified 15hLO-1, xylenol orange hydroperoxide absorbance. Potency, µM (titrated, usually from 57.1 µM), for the others: top-dose activity change, negative = inhibition, actives largely listed as inhibitors. 1.4% of 74,000 active. AID 887; note: potency is the fitted concentration of half-maximal effect; % is set by controls: 0 for no effect and ±100 for the full control effect; nearly all actives have a fitted effect of over 55% in size
Target sequence (P16050 whole entry, looked up): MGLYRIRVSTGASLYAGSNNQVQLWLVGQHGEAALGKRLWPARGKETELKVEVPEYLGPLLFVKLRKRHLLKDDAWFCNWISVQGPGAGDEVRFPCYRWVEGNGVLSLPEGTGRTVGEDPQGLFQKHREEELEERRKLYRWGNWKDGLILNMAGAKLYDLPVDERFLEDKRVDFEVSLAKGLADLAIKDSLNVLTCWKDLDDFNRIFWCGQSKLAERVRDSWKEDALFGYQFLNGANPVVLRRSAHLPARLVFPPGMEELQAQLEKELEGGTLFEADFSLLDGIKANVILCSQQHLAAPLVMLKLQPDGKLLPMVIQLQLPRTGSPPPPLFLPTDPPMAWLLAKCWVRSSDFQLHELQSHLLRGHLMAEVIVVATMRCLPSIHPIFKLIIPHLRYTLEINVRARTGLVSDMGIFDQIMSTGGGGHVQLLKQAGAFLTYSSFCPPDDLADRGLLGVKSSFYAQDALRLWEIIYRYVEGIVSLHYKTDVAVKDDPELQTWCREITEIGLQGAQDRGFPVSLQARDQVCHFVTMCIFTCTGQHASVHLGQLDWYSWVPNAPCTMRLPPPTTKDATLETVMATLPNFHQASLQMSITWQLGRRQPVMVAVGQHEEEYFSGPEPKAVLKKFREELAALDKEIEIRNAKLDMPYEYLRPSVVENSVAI
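Compounds were preincubated 15 min at room temperature with 40 nM purified human enzyme (25 mM Hepes pH 7.5, 0.01% Triton X-100); 50 uM arachidonic acid reacted 6 min. Fe-xylenol orange detection, 30 min, absorbance ratio 573/405 nm.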
HBB splicing = hemoglobin beta splicing modulation; HBB splicing reporter cell assay, activation; EGFP reporter with mutant IVS2-654 intron; response scale: normalised to 500 nM splice-correcting PNA; Potency, µM (top dose mostly 46.1 µM), inactives show at the highest dose activation, most hits filed as activators; 0.06% of 65,000 active; AID 925; note: potency is the fitted concentration of half-maximal effect; 0% is about no effect
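HeLa cells stably expressing EGFP interrupted by mutant beta-globin intron 2 (IVS2-654), 500/well in 2% FCS. Treated with compound for 2 days at 37C. Splicing correction scored as total well GFP intensity (488 nm excitation, 500-520 nm emission); 500 nM antisense PNA served as control.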
CRE Fsk mod = modulators of forskolin-stimulated CRE signaling in CHO cells; CHO CRE-bla reporter (cAMP response element driving beta-lactamase), forskolin EC10, beta-lactamase ratio; Potency, µM (series often up to 38.2 µM), for the others: at the highest dose activity change, negative = inhibition, usual class: activators; 2.5% of 71,000 active; AID 662; active = well fitted activation curve with a large enough effect in the signal ratio, with a control signal flat, not every such curve was filed as active; inconclusive = small, poorly fitted or top-dose-only effect, or effect the other way, or a change in a side signal; the % refers to the signal ratio; note: potency is the fitted concentration of half-maximal effect; % of control where 0% means no effect
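Beta-lactamase reporter under a cAMP responsive element in CHO cells; compounds tested in titration series against EC10 NKH 477, 3 h at 37 °C. Read-out: CCF4 FRET ratio 460nm/530nm (excitation 405nm) giving %Activity, fitted to AC50.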
UbGFP stabilizer = proteasome inhibitors stabilizing ubiquitin-GFP reporter; 67,000 tested, under 10 active; Potency, µM (top dose mostly 45.9 µM), for inactives: at the top dose activation (GFP accumulation), most hits filed as activators; Ubiquitin-GFP reporter cells, proteasome inhibition, GFP fluorescence; response scale: untreated = 0%, 10 µM MG-132 = 100%; active = well fitted activation curve with a large enough effect, not every such curve was filed as active; inconclusive = small, poorly fitted or top-dose-only effect, or another doubt; inactive = no such curve, though single readings can be large or run the other way; note: potency is the fitted concentration of half-maximal effect
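GFP accumulation read-out: laser plate cytometry counting ubiquitin(G76V)-GFP-expressing U2OS cells after 4 hr compound exposure at 37 °C. Titrations spanned 46 uM to 2.9 nM; 0% = basal, 100% = 10 uM MG-132; concentration-response curves fitted.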
Pol III holo inh = blocks replication by bacterial DNA polymerase III holoenzyme; reconstituted DNA polymerase III holoenzyme replication, biochemical; Potency, µM (top dose mostly 57.1 µM), without a hit: top-dose activity change, negative = inhibition; 0.25% of 71,000 active; note: potency is the fitted concentration of half-maximal effect; % is set by controls: 0 for no effect and ±100 for the full control effect
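Reconstituted *E. coli* holoenzyme (0.35 nM Pol III, 1 nM beta, 154 nM SSB, 2 nM primase) was preincubated with compound for 15 min at RT. Synthesis on 1.4 nM ssM13Gori ran 35 min, then was stopped with PicoGreen/EDTA and read as dsDNA fluorescence.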
Hsp90 Hop PPI = changes Hsp90-Hop TPR2A binding signal, up or down; AlphaScreen TPR2A-His6 binding biotin-Hsp90 C-terminal peptide; Potency, µM (top dose mostly 57 µM), for inactives: top-dose activity change, negative = inhibition; 0.44% of 71,000 active; AID 595; active = well fitted curve in either direction with a large enough effect; inconclusive = small, poorly fitted or top-dose-only effect, or another doubt; note: potency is the fitted concentration of half-maximal effect; % is set by controls: 0 for no effect and ±100 for the full control effect; many of its hits are not listed in these tables
* marks the source's active call; other numbers are inactive results; i = inactive; ? = inconclusive; . = no result given; [ ] = remark or other dose. Unless noted, calls come from the whole dose curve; as a rule, active = well fitted curve in the direction sought with a large enough effect; inconclusive = small, poorly fitted or top-dose-only effect, or another doubt; inactive = no such curve, though single readings can be large; an effect the other way counts as inactive or inconclusive.

SMILES	BRCT PPI red	A350 autofl	BRCT inh green	4-MU autofl	GFP derepression	15-hLO inh	HBB splicing	CRE Fsk mod	UbGFP stabilizer	Pol III holo inh	Hsp90 Hop PPI
Cc1cc(C)n(C(=O)CNC(=O)Cc2ccccc2)n1	0.2%	?	-2.5%	?	2%	12%	-0.2%[57.5 µM]	3%	-4%	2%	1%
CC(=O)OCC(=O)[C@@]1(O)CC[C@@H]2[C@@H]3CCC4=CC(=O)CC[C@@]4(C)[C@H]3C(=O)C[C@]21C	.	i	.	i	0%	.	-1.3%	0%	-5%	2%	-3%
CCCCn1c(NC(C)=O)c(C#N)c2nc3ccccc3nc21	-0.8%	2.5e-06M*	4.2%	1.9e-06M*	0%	-5%	1.1%[57.5 µM]	?	-5%	-4%	6%
CCCCOc1ccc(CNn2c(C)nc3ccccc3c2=O)cc1	-4.0%	i	0.9%	i	1%	-5%	-0.4%	-13%	-12%	2%	3%
CCCC(=O)Nc1ccc(NC(=O)c2cccc(OC)c2)nc1	-0.1%	?	0.0%	?	3%	-9%	0.3%[57.5 µM]	-3%	1%	-5%	0%
O=C(c1cccc(C(=O)N2CCN(c3ccc(F)cc3)CC2)c1)N1CCN(c2ccc(F)cc2)CC1	-0.4%	.	-1.1%	.	-2%	-6%[11.4 µM]	0.7%[0.0738 µM]	?	-14%[9.17 µM]	2%[11.4 µM]	-16%[11 µM]
Cc1ccc(-c2nnc(CSc3nnc(C)s3)o2)cc1	-0.1%	i	-2.9%	i	-4%	2%	-6.8%	?	-2%	4%	-2%
O=C(O)CCCNc1cc(N2CCC3(CC2)OCCO3)c2noc3c2c1C(=O)c1ccccc1-3	?	i	-15%	i	4%	?	-0.5%	10µM*	-10%	3.2µM*	3.2µM*
CCN(CC)CCCN1C(=O)c2oc3ccccc3c(=O)c2C1c1cc(OC)ccc1OC (configuration not stated)	-0.3%	i	3.8%	i	-1%	2%	4.0%	?	10%	-11%	-5%
COC(=O)C1=C(Cn2cnc3ccccc32)NC(=O)NC1c1cc(C)ccc1C (configuration not stated)	-2.6%	i	4.7%	i	-2%	7%	-3.2%	?	5%	-2%	-9%
CC1Cc2ccccc2N1C(=O)CSc1nnc(Cn2nnc3ccccc32)n1C (configuration not stated)	-0.6%	i	-0.1%	i	2%	4%	-0.2%[57.5 µM]	-2%	-1%	-2%	0%
CC1CCN(C(=O)CSc2ccc3nnc(-c4ccccc4)n3n2)CC1	0.0%	?	-3.0%	?	0%	3%	0.2%	-8%	-2%	4%	-3%
Cc1ccc(Cl)cc1N1CCN(C(=O)c2ccc(CN3CCOCC3)cc2)CC1	-1.8%	i	2.4%	i	0%	-9%	-0.3%	3%	5%	-6%	-6%
CCn1c(CSc2nc3ccccc3s2)nnc1SCC(=O)c1ccc2c(c1)OCCO2	1.0%	i	-1.5%	i	1%	-8%	-0.3%[57.5 µM]	-16%	-2%	2%	-5%
Cc1ccccc1CN1CCN(CC(=O)NCc2ccccc2)C1=O	1.6%	i	-0.2%	i	0%	4%	-0.2%	-12%	3%	0%	-5%

2 entries drawn at random from those above:
SMILES	BRCT PPI red	A350 autofl	BRCT inh green	4-MU autofl	GFP derepression	15-hLO inh	HBB splicing	CRE Fsk mod	UbGFP stabilizer	Pol III holo inh	Hsp90 Hop PPI
CCN(CC)CCCN1C(=O)c2oc3ccccc3c(=O)c2C1c1cc(OC)ccc1OC (configuration not stated)	-0.3%	i	3.8%	i	-1%	2%	4.0%	?	10%	-11%	-5%
CC(=O)OCC(=O)[C@@]1(O)CC[C@@H]2[C@@H]3CCC4=CC(=O)CC[C@@]4(C)[C@H]3C(=O)C[C@]21C	.	i	.	i	0%	.	-1.3%	0%	-5%	2%	-3%

(further entries)
SMILES	BRCT PPI red	A350 autofl	BRCT inh green	4-MU autofl	GFP derepression	15-hLO inh	HBB splicing	CRE Fsk mod	UbGFP stabilizer	Pol III holo inh	Hsp90 Hop PPI
CCN(CC)S(=O)(=O)c1ccc(Cl)c(C(=O)NC)c1	0.5%	.	2.6%	.	-2%	13%[11.4 µM]	-1.5%[0.0738 µM]	?	-12%[9.17 µM]	-1%[11.4 µM]	-2%[11 µM]
COc1ccc2nc(SCC(=O)NC(C)C)[nH]c2c1	-0.3%	i	0.5%	i	0%	2%	3.3%[57.5 µM]	1%	5%	-2%	-1%
COC(=O)[C@@]1(Cc2ccc(F)cc2)[C@@H]2[C@@H](CC(=O)[C@H]2CC(=O)C(=O)N(C)C)CN1C(=O)c1ccccc1	-0.6%	.	-1.7%	.	.	.	-0.9%	-24%	.	-5%	-3%
CCOC(=O)N1CCN(C(=O)c2ccc3nc4ccsc4c(=O)n3c2)CC1	-0.5%	.	-0.4%	.	0%	9%	0.5%	10µM*	3%	2%	-1%
O=C(c1ccncc1)N1CCN(C(=O)c2cccc3ccccc23)CC1	-0.8%	.	-1.6%	.	2%	-1%	-1.0%	-4%	6%	-6%	2%
CC(=O)Nc1ccc(S(=O)(=O)Nc2cccc(N(C)S(C)(=O)=O)c2)cc1	-1.2%	9.5e-08M*	0.4%	8e-08M*	-5%	5%	-0.5%	-3%	-2%	-1%	2%
COc1ccccc1NC(=O)C1=C(C)Nc2nnnn2C1c1ccccc1OC (configuration not stated)	-1.8%	i	0.5%	i	-2%	10%	-0.1%	1%	-4%	-2%	-6%
Cn1c(=O)[nH]c(=O)c2c1nc(N(CCO)Cc1ccccc1)n2CCCc1ccccc1	-0.3%	.	-1.9%	.	-2%	-6%	-0.5%	?	12%	4%	-9%
CCOC(=O)N1CCN(c2c(NCCCN(C)c3ccccc3)c(=O)c2=O)CC1	0.0%	.	0.9%	.	.	-5%	-1.1%	-6%	-10%	-1%	-4%[2.3 µM]
Cc1c2cnn(-c3ccccc3)c(=O)c2c(C)n1CCCC(=O)N1CCN(C)CC1	-2.0%	.	-0.9%	.	-2%	-3%	-1.8%	1%	-3%	-10%	-13%
O=C(O)CCC(=O)N1CCc2cc(S(=O)(=O)N3CCN(c4ccc(F)cc4)CC3)ccc21	1.2%	.	2.4%	.	.	-1%	1.4%	-10%	-18%	-4%	0%
CC(C)(C)OCC(NC(=O)C(CC(N)=O)NC(=O)OC(C)(C)C)C(=O)OC(C)(C)C (configuration not stated)	-3.4%	i	-1.7%	i	3%	6%	-0.2%[57.5 µM]	-3%	2%	-6%	0%
CC1CCN(c2c(NCc3ccc(C(=O)N4c5ccccc5CC4C)cc3)c(=O)c2=O)CC1 (configuration not stated)	-0.1%	.	-2.2%	.	7%	-2%	-0.9%	-18%	4%	-2%	-5%
CCCCC1CC1C(=O)Nc1ncc2c(n1)CC(C)(C)CC2=O (configuration not stated)	0.0%	1.9e-08M*	0.4%	1.8e-08M*	3%	6%	-0.3%	-17%	2%	4%	-6%
CN(C)c1cc(N)c2ccccc2n1 (tested in a mixture with another compound)	0.2%	?	0.1%	?	2%	15%	.	2%	6%	-3%	-1%
CC1Cc2nc(SCC(=O)Nc3ccc(F)cc3F)n(C)c(=O)c2S1 (configuration not stated)	1.1%	i	-0.4%	i	0%	-1%	-0.1%	?	-4%	-6%	-1%
CCCC(=O)N(Cc1cc2cc(C)ccc2[nH]c1=O)c1ccccc1OC	-1.1%	.	3.2%	.	-3%	-10%[11.4 µM]	-0.9%[0.0738 µM]	?	-8%[9.17 µM]	-4%[11.4 µM]	-5%[11 µM]
Cc1nnc(SCCn2c(N3CCCCCC3)nc3c2c(=O)[nH]c(=O)n3C)s1	0.0%	i	-2.7%	i	-3%	2%	.	?	4%	-4%	-1%
COc1ccc(OC)c(S(=O)(=O)N2CCN(C)CC2)c1	1.2%	i	0.9%	i	-1%	-1%	-1.4%	6%	-14%	1%	-3%
CCCCNC(=O)CCn1c(=O)c2ccccc2n(CC(=O)Nc2ccccc2OCC)c1=O	0.1%	i	-1.9%	i	0%	5%	-0.3%	-5%	10%	-3%	-1%
O=c1oc2ccccc2cc1-c1cn2cccnc2n1	-5.9%	4.5e-07M*	-0.1%	4.8e-07M*	-1%	5%	0.6%[57.5 µM]	2%	3%	-2%	0%
COc1ccc(NC(=O)CCc2ccccc2)cc1NC(=O)c1ccco1	0.8%	i	-2.0%	i	4%	1%	4.4%	2%	-3%	4%	-3%
COC(=O)c1[nH]c2cc(OC)ccc2c1NC(=O)CN1CCC(C(N)=O)(N2CCCCC2)CC1	-0.9%	i	-6.9%	i	-2%	-4%	6.8%[0.369 µM]	10%	-1%	-1%	-3%
O=C1OCc2ccc(NC(=O)C3CCCCC3)cc21	0.5%	i	-2.8%	i	0%	2%	.	2%	-3%	2%	-1%

Compound activity: PubChem, National Center for Advancing Translational Sciences (NCATS)
